INS promoter inh: inhibitors of insulin promoter-driven GFP, primary screen, imaging, TRM-6 cells (human fetal islet line), eGFP reporter, cell count; AID 1273, 2008; hit rate 0.9% among 130,000; inhibition, % at 2 µM; reporter expression induced with tamoxifen;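 active = inhibition above the mean plus 3 SD, with well images judged a real hit on visual review, cut at about 60% in these data, passing the limit was not always enough; inconclusive = inhibition over the cutoff but images rejected on review; inactive = inhibition not above the cutoff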
sdo1 growth: growth rescue of sdo1-depleted yeast, primary screen, S. cerevisiae, bone marrow failure model | S. cerevisiae sdo1-depleted JHY4D growth rescue, OD600 30 h; active compounds read high; pdr5 snq2 efflux-pump mutant strain | z-score at 10 µM | hit rate 0.21% among 140,000 | AID 817, 2007;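 active = z-score above 3 at both the 24 hr and the 30 hr optical density reads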;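 also: z-score against mean and SD of all compound wells on the same plate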
sdo1 growth Rescue 24 h: second read-out of sdo1 growth, no call of its own (marks repeat the call); z-score; S. cerevisiae sdo1-depleted JHY4D growth rescue, OD600; measured here: growth rescue at 24 h;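 0 is the plate mean of compound wells and units are plate SD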
* hit, by the source's call; u = inconclusive; x = not tested or not shown. These rows are one share of the data; the hit share may differ from the screen's.

Preview (2 entries):
SMILES	INS promoter inh	sdo1 growth	sdo1 growth Rescue 24 h
CN(C)c1cc(C(F)(F)F)nc(-c2ccccn2)n1	3	-0.77	-0.46
Cc1csc(NC(=O)c2ccccc2C(=O)O)n1	-7	0.59	0.98

Main list, from the start:
SMILES	INS promoter inh	sdo1 growth	sdo1 growth Rescue 24 h
CN(C)c1cc(C(F)(F)F)nc(-c2ccccn2)n1	3	-0.77	-0.46
Cc1csc(NC(=O)c2ccccc2C(=O)O)n1	-7	0.59	0.98
COc1ccccc1Nc1nc(N)nc(CSc2nc(C)cc(C)n2)n1	-100	0.17	0.8
COCCn1c(SCC(=O)c2ccc(F)cc2)nnc1C(C)C	x	1.1	1.1
Cc1ccc(N(CC(=O)NCc2ccc3c(c2)OCO3)S(C)(=O)=O)cc1	-15	-0.19	-0.17
COCCn1c(SCC(=O)Nc2nc(C)c(Cl)cc2Cl)nc2ccccc21	-64	-0.69	-0.12
CCOC(=O)c1ccc(S(=O)(=O)N2CCC(C(=O)O)CC2)cc1	13	1.4	1.6
CC(C)C(C)(C#N)NC(=O)CSc1ncnc2sc(-c3ccccc3)cc12 (stereo not given)	22	-1.7	-0.95
Cc1ccc(NC2=NC(c3ccccc3)n3c(nc(C)cc3=O)N2)cc1 (stereo not given)	u	1.1	1.8
COc1ccc(Nc2nc(Cl)c(C=O)s2)cc1	-427	x	x
O=S(=O)(c1cccc2nonc12)N1CCN(c2cccc(Cl)c2)CC1	-32	0.28	0.22
N/C(=N\OC(=O)C1CCCCC1)c1cccnc1	x	-0.26	-1
CCNc1ccc(C(=O)OCC(=O)N(Cc2ccccc2)C(C)(C)C)cc1[N+](=O)[O-]	x	-1.5	-1.4
C[C@H](NC(=O)c1ccco1)C(=O)Nc1ccc(S(=O)(=O)N2CCCC2)cc1	4	1.1	0.13
O=C(Cc1sc(-c2ccccc2Cl)nc1-c1ccccc1)Nc1ccccc1	x	-0.79	0.26
N#C/C(=C\c1ccc(Sc2ccc(Cl)cc2)o1)c1nc2ccccc2[nH]1	-88	-1.5	-0.74
O=C(O)c1ccc2c(c1)ncn2C1CCCCC1	36	0.1	-0.45
CCOC(=O)c1c(NC(=O)CSc2nc3cc(Cl)ccc3c(=O)n2Cc2ccco2)sc(C(=O)N(C)C)c1C	x	0.85	1.9
COc1ccc(CCNC2=NCC(C)S2)cc1 (stereo not given)	7	0.36	0.14
O=C(N/N=C/c1ccc(Cl)cc1Cl)Nc1ccccc1	-33	0.06	1.1
CCCn1c(SCC(=O)N2CCCc3ccccc32)nc2c1c(=O)n(C)c(=O)n2C	52	x	x
COc1ccc(Br)c(C(=O)NCCC(C)C)c1	-24	0.36	0.31
CCOC(=O)c1ccc(NC(=O)CC2SCCNC2=O)cc1 (stereo not given)	x	-0.36	-0.72
CCCSc1nc(NCc2ccco2)c2c3c(sc2n1)COC(C)(C)C3	-3	-0.5	-0.47
S=C(Nc1cccc(Cl)c1)NC1CCCCC1	-17	-0.87	-0.35
COC(=O)c1c(C(=O)OC)c(-c2cccc(C)c2)n2c1CS(=O)(=O)C2	-34	0.79	1
O=C(CCc1ccc(S(=O)(=O)N2CCOCC2)cc1)Nc1nc(COc2ccccc2)cs1	-37	1	1.3
N#CCCN(C(=O)Nc1ccccc1)c1ccccc1	39	-0.48	-0.26
Cc1cc(CSc2nc(C)cc(=O)[nH]2)c2ncccc2c1	-17	x	x
O=C(/C=C/c1ccccc1)NC1CC2CCC1C2 (stereo not given)	-16	0.27	0.42
FC(F)(F)c1ccccc1NC1=NCCC1	-33	x	x
COc1cccc(C=Nc2cc(C)on2)c1O	7	0.86	0.69
O=C1OC(c2ccccc2)=C/C1=C/c1cccs1	37	-1.5	-1.4
O=C1CCCC2=C1C(c1ccncc1)c1c(nc(SCc3ccccc3)[nH]c1=O)N2 (stereo not given)	20	-0.39	-0.8
Cc1cc(C)c(C)c(S(=O)(=O)NCC(=O)O)c1C	-43	0.61	-0.28
CC(C)=CCSc1nnc(CCNC(=O)OC(C)(C)C)o1	-10	0.63	0.21
Cc1ccsc1/C=N/Nc1nc2ccccc2[nH]1	19	-0.82	-0.43
CCn1c(=N)c(C(=O)NCCCOC)cc2c(=O)n3cccc(C)c3nc21	22	1.2	0.76
Cc1ccc2c(CN3CCCc4ccccc43)cc(=O)oc2c1C	-264	-1.6	-0.48
CCCCn1c(=O)c(CCC(=O)OCC(=O)Nc2ccc(F)c(Cl)c2)nc2ccccc21	14	-0.23	-0.6
CCOC(=O)c1c(NC(C)=O)sc2c(O)c(Br)ccc12	-33	-0.58	0.64
O=C(/C=C\c1ccco1)Oc1cccc2cccnc12	-29	x	x
CCc1ccccc1NC1c2ccccc2C(=O)N1c1cc(C)ccn1 (stereo not given)	x	-1.8	-1.1
COc1cccc2sc(Nc3nnc(-c4ccccc4Cl)o3)nc12	x	-0.06	0.17
COc1ccc(C2CC(=O)C(C3NCCc4ccccc43)=C(O)C2n2cncn2)cc1 (stereo not given)	55	x	x
O=C(CN1C(=O)NC2(CCCCC2)C1=O)Nc1ccc(F)cc1	47	x	x
COCCSc1ccccc1C(=O)NCc1ccc(S(N)(=O)=O)cc1	-23	0.24	-0.65
COc1cc(OC)cc(C(=O)N(CN2CCCC2=O)c2ccccc2OC)c1	x	-0.48	-1.5
CC(C)C[C@H](NC(=O)N1CCN(c2ccccc2)CC1)C(=O)O	29	0.2	-0.33
O=C1C2C3C=CC(C4CC34)C2C(=O)N1/N=C/c1ccc([N+](=O)[O-])s1 (stereo not given)	-13	-0.94	-0.58
O=C(Nc1ccccc1)Nc1nnc(-c2ccccc2)o1	9	-0.43	-0.63
O=C(Nc1ccc([N+](=O)[O-])cc1Br)c1cccnc1	0	0.53	0.28
CC(=O)c1c(C)[nH]c(C(=O)N2CCN(c3cc(Cl)ccc3C)CC2)c1C	x	-0.72	0.33
C=CCOc1ccc(C2C(C(=O)c3cccs3)=C(O)C(=O)N2c2nnc(C)s2)cc1 (stereo not given)	-73	x	x
O=C(COC(=O)CNC(=O)c1cccc(F)c1)NCCC1=CCCCC1	x	0.39	-0.08
CCOC(=O)CN1C(=O)S/C(=C/C=C/c2ccc(N(C)C)cc2)C1=O	-223	-0.55	-0.27
O=C(c1c(F)cccc1F)N1CCN(c2ncccn2)CC1	0	0.24	-0.11
CCn1c(/C=C/N(C(C)=O)c2ccccc2)[n+](CCCS(=O)(=O)[O-])c2cc(Cl)c(Cl)cc21	-37	x	x
O=C1Nc2ccc(Br)cc2C1(O)Cc1ccccn1 (stereo not given)	14	-0.32	-0.73
O=C(NCc1ccc2c(c1)OCO2)c1ccc(N2CCCCCC2)c([N+](=O)[O-])c1	x	0.22	0.78

Record cards, as listed above.
Record of `CC(=O)c1c(C)[nH]c(C(=O)N2CCN(c3cc(Cl)ccc3C)CC2)c1C` = INS promoter inh = x; sdo1 growth = -0.72; sdo1 growth Rescue 24 h = 0.33
Record of `O=C(/C=C\c1ccco1)Oc1cccc2cccnc12` = INS promoter inh = -29; sdo1 growth = x; sdo1 growth Rescue 24 h = x

(continued)
SMILES	INS promoter inh	sdo1 growth	sdo1 growth Rescue 24 h
O=C(Nc1ccc2c(c1)OCCO2)c1ccco1	27	0.91	0.58
CCCn1c(NCCO)nc2ccccc21	-58	0.6	0.06
CC(=O)c1ccc(OCC(O)CN2CCN(CC(O)COc3ccc(C(C)=O)cc3)CC2)cc1 (stereo not given)	-389	0.73	1.2
Cc1nn(-c2ccccc2)c(Cl)c1C(=O)Nc1ccccc1	52	-0.84	-0.96
Cc1onc(-c2ccccc2)c1C(=O)Nc1nc2c(s1)C(=O)CC(C)(C)C2	34	0.49	1
Cn1c(/C(C#N)=C(\O)c2ccc(S(=O)(=O)N3CCCCC3)cc2)nc2ccccc21	27	-1.1	-0.75
O=C1Nc2ccccc2C12Nc1ccccc1-c1nc3ccccc3n12 (stereo not given)	x	-0.7	-0.78
COC(=O)c1sc(NC(=O)CSc2nnnn2-c2ccc(C)cc2C)nc1C	x	-0.9	1.1
CCOc1c2ccc(C(=O)NCc3ccco3)cc2nn1CCOC	x	0.35	0.27
O=C(CSc1ncn[nH]1)Nc1c(F)cc(F)cc1Br	-8	-1.1	-1.1
CC(C)NC1CS(=O)(=O)CC1O (stereo not given)	19	5.5*	5.6*
O=C(Cn1nc(C(=O)O)c2ccccc2c1=O)NCCC1=CCCCC1	x	-0.41	-0.22
COc1ccc(OC)c(/C(O)=C/C(=O)C(=O)Nc2ccccc2OC)c1	-29	-2.8	-1.9
O=C(CCCCn1c(=O)[nH]c2ccccc2c1=O)NCCc1c[nH]c2ccccc12	30	0.28	0.94
Cn1c(=O)c2c(nc(N3CCCCCC3)n2CC(O)COc2ccc(Cl)cc2)n(C)c1=O (stereo not given)	-15	-1.1	-0.8
CC(C)(C)c1ccc(C(=O)NNC(=O)Cc2ccccc2)cc1	-79	0.24	-0.86
COc1ccc(-c2cc(-c3n[nH]c(=S)n3-c3ccccc3Cl)[nH]n2)cc1	0	x	x
Cc1ccc(NC(=O)CSc2nc(N)cc(=O)[nH]2)cc1Cl	0	x	x
COc1cccc(/C(O)=C2/C(=O)C(=O)N(Cc3cccnc3)C2c2ccco2)c1 (stereo not given)	33	0.45	-0.07
CCOC(=O)C1=C(C)NC(C)=C(C(=O)OCC)C1c1cccs1	-17	0.08	-0.08
CCCCOC(=O)/C(=C/C=C/c1ccccc1)NC(=O)c1ccccc1	-50	x	x
Cc1cccc(-c2nnc(SCc3cc(=O)[nH]c4ccccc34)n2C)c1	4	0.37	0.8
CCSc1ccccc1C(=O)n1nnc2ccccc21	-45	0.59	0.25
CCOC(=O)c1[nH]c(C)c(C(=O)NCCCOC(C)C)c1C	-35	0.74	1.1
Cc1oc(-c2cccc(F)c2)nc1CN1CCCCC1CCn1cccn1 (stereo not given)	-117	x	x
COc1cccc(C(=O)Nc2cc3c(cc2Br)OCCCO3)c1	-8	-0.28	0.73
CCOc1ccc(CNc2ccc3c(c2)nc(C)n3C)cc1	-44	-0.02	-0.53
O=C(O)CSCCOc1ccc(OCCSCC(=O)O)cc1	7	0.67	0.02
C/C(=N\NC(=O)c1cc(C2CC2)nc2ccccc12)c1ccc(C)s1	-3	-1.4	-0.1
Nc1ccc(C(=O)OCC(=O)NC2CC2)cc1[N+](=O)[O-]	-27	x	x
CSc1nc2ccccc2n1CC(=O)N1CCCCC1	13	-0.17	-0.85
CCOC(=O)N1CCN(C(=O)c2ccc(CN(c3ccc(C)c(C)c3)S(C)(=O)=O)cc2)CC1	x	0.1	-0.07
O=C(CN1CCCc2ccccc21)Nc1ccc(F)cc1[N+](=O)[O-]	-41	x	x
Cc1cc(C)cc(NC(=S)N2CCN(c3ncccn3)CC2)c1	x	0.28	-0.21
COc1ccccc1CCNS(=O)(=O)c1c(C)n(C)c(=O)n(C)c1=O	x	1.2	1.2
C=CCNC(=S)NNC(=O)c1ccccc1	-4	1.4	0.71
CCOC(=O)c1oc2cc(OCC(N)=O)ccc2c(=O)c1-c1ccc(OC)c(OC)c1	12	1.1	1
O=C(c1cc2sccc2n1Cc1ccccc1)N1CCN(c2nc3ccccc3s2)CC1	0	-0.84	0.19
CC(=O)Nc1nonc1NC(=O)CSc1nc2ccccc2o1	45	0.06	-0.97
Cc1ccc(-c2csc3ncnc(SCC(=O)c4ccc5c(c4)OCCO5)c23)cc1	-8	-0.32	-0.16

Two entries drawn at random from those above, as already listed:
SMILES	INS promoter inh	sdo1 growth	sdo1 growth Rescue 24 h
O=C(c1cc2sccc2n1Cc1ccccc1)N1CCN(c2nc3ccccc3s2)CC1	0	-0.84	0.19
CCOc1ccc(CNc2ccc3c(c2)nc(C)n3C)cc1	-44	-0.02	-0.53

(listing goes on)
SMILES	INS promoter inh	sdo1 growth	sdo1 growth Rescue 24 h
CCOC(=O)C1=C(N)N2C(=O)C(C)SC2=C(C(=O)OC)C1c1cccc(OC)c1 (stereo not given)	x	-2.9	-2
CCCn1c(=O)c2ccccc2n2c(SCCOc3ccc(C)cc3)nnc12	9	-2.1	-1.8
COc1cc(/C=C2/SC(=NCc3ccccc3)N(Cc3ccccc3)C2=O)ccc1O	18	-0.83	-1.3
Cc1ccc(OCC(=O)N2CCc3ccccc32)cc1	-18	-0.96	-0.43
O=C1c2cccc3cccc(c23)C(=O)N1c1nncs1	x	0.87	0.57
CCCCCC(=O)Nc1nnn(CCC)n1	57	1.2	1.1
CCN(CC)S(=O)(=O)c1ccc(C(=O)N2CCN(CCN3C(=O)c4cccc5cccc(c45)C3=O)CC2)cc1	56	x	x
COc1ccc(-c2nnn(Cc3ccccc3F)n2)cc1	-305	-1.4	-0.66
Cc1ccnc(N2CCCC(C(=O)NCc3cccs3)C2)n1 (stereo not given)	50	0.36	-1.2

Arranged by the number under sdo1 growth (low to high): 3 from the list above.
compound | sdo1 growth
O=C(N/N=C/c1ccc(Cl)cc1Cl)Nc1ccccc1 | 0.06
O=S(=O)(c1cccc2nonc12)N1CCN(c2cccc(Cl)c2)CC1 | 0.28
COC(=O)c1c(C(=O)OC)c(-c2cccc(C)c2)n2c1CS(=O)(=O)C2 | 0.79
